TDP1 block: qHTS Assay for Inhibitors of Tyrosyl-DNA Phosphodiesterase (TDP1); Tyrosyl-DNA phosphodiesterase 1 (Homo sapiens), Q9NUW8; recombinant TDP1, AlphaScreen DNA substrate cleavage; Potency, µM (highest dose often 130 µM), for inactives: top-dose activity change, negative = inhibition, actives largely listed as inhibitors; hit rate 0.28% among 350,000; also: nearly all actives have a fitted effect of over 40% in size
Target sequence (Q9NUW8 whole entry, looked up): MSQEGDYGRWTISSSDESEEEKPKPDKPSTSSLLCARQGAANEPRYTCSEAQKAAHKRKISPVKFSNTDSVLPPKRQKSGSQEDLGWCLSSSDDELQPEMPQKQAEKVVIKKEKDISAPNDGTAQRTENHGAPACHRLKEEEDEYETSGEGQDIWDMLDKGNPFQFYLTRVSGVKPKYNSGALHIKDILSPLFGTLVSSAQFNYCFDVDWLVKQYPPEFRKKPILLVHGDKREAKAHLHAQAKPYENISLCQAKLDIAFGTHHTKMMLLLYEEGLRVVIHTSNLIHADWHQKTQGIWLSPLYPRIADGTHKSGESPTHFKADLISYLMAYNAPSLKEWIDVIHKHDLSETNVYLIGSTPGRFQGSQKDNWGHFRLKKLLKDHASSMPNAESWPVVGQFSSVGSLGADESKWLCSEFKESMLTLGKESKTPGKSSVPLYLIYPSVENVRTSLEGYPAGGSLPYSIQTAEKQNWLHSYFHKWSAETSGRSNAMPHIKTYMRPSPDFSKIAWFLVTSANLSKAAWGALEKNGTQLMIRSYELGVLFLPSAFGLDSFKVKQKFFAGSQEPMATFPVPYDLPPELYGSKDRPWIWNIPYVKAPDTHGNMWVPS
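Here, a 5' biotin and 3' phosphotyrosine-FITC DNA oligonucleotide reports Tdp1 activity: intact substrate bridges AlphaScreen beads, while cleavage leaves a 3' phosphate and drops signal. All incubations at room temperature.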
TDP1 cell CPT: qHTS for Inhibitors of human tyrosyl-DNA phosphodiesterase 1 (TDP1): qHTS in cells in presence of CPT; chicken DT40 Tdp1-/-;hTDP1 cells + 20 nM CPT, ATP luminescence, 48 h; Potency, µM (top dose mostly 46.2 µM), inactives show at the highest dose activity change, negative = growth inhibition, hits mostly inhibitors; hit rate 12% among 420,000; AID 686979, 2013; also: nearly all actives have a fitted effect of over 55% in size
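Chicken DT40 Tdp1-/- cells complemented with human TDP1, 400 cells/well, exposed to compounds plus 20 nM camptothecin for at least 48 h at 37 C; viability read as ATP content by CellTiter-Glo luminescence.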
DT40 TDP1 no CPT: qHTS for Inhibitors of human tyrosyl-DNA phosphodiesterase 1 (TDP1): qHTS in cells in absence of CPT; DT40 Tdp1-/- hTDP1 cells, no CPT, ATP luminescence, 48 h; AID 686978, 2013; hit rate 15% among 420,000; Potency, µM (titrated, usually from 46.2 µM), without a hit: at the top dose activity change, negative = growth inhibition, hits mostly inhibitors; also: nearly all actives have a fitted effect of over 55% in size
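Readout: luminescence from CellTiter-Glo after 30 min in the dark at RT. Cells: DT40 Tdp1-/- with stable hTDP1, 400/well. Exposure: compounds alone, ≥48 hr, 37 °C.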
Numbers without * were called inactive; ? = inconclusive; nt = not tested or not shown; & = joins results of further samples; [ ] = remark or other dose. Calls follow the shape of the dose curve; as a rule, active = well fitted curve in the direction sought with a large enough effect; inconclusive = small, poorly fitted or top-dose-only effect, or another doubt; inactive = no such curve, though single readings can be large; an effect the other way counts as inactive or inconclusive. % is scaled to controls: 0 for no effect and ±100 for the full control effect; potency is read from the fitted curve at half-maximal effect. An unsorted share of the library (roughly 18% active in at least one column).

SMILES | TDP1 block | TDP1 cell CPT | DT40 TDP1 no CPT
NC(=S)Nn1c(-c2ccccc2)nc2ccccc2c1=O | -1% | 1% | 0%
O=C(CNCc1ccccc1Cl)Nc1ccc(C(=O)N2CCCCC2)cc1 | 5% | ? | ?
CN(NC1OC(=O)c2ccccc21)c1ccc(C(F)(F)F)cc1[N+](=O)[O-] (centres undefined) | 9% | 5% | 3%
CC(NC(=O)c1ccc(S(=O)(=O)C(F)F)cc1)c1ccccc1 (centres undefined) | -3% | ? | ?
O=S(=O)(c1cccc(C(F)(F)F)c1)N1CCN(C(=S)NC2CC2)CC1 | 4% | -2% | 0%
Cc1ccc(-n2[nH]c(C)c(C=NCc3ccncc3)c2=O)cc1 | 4% | ? | ?
COCC(=O)n1nc(-c2ccccc2)nc1NCc1ccc(F)cc1 | 6% | 1% | -26%
S=C(NCc1ccco1)Nc1cc(-c2ccccc2)[nH]n1 | 8% | 12% | ?
O=C(Nc1ccccc1SCC1CSc2nc3ccccc3c(=O)n21)c1ccccc1Cl (centres undefined) | 4% | ? | ?
O=C(Nc1ccc(S(=O)(=O)N2CCCC2)cc1)c1cccnc1 | -5% | -6% | -1%

2 of the compounds above, with each value named.
> COCC(=O)n1nc(-c2ccccc2)nc1NCc1ccc(F)cc1
  TDP1 block = 6%	TDP1 cell CPT = 1%	DT40 TDP1 no CPT = -26%

> S=C(NCc1ccco1)Nc1cc(-c2ccccc2)[nH]n1
  TDP1 block = 8%	TDP1 cell CPT = 12%	DT40 TDP1 no CPT = ?

Next section.
SMILES | TDP1 block | TDP1 cell CPT | DT40 TDP1 no CPT
Cc1cc(C)n(C(=O)CNC(=O)c2ccco2)n1 | 4% | -16% | -3%
O=C(c1cn(-c2ccccc2)nc1-c1ccccc1)n1nnc2ccccc21 | 2% | ? | ?
COC(=O)c1ccccc1N=Nc1c(C)noc1C | 7% | 9% | -1%
Cc1cc(=O)oc2cc(N3C(=O)CC(Cc4ccccc4)C3=O)ccc12 (centres undefined) | 5% | -20% | -15%
Cc1ccccc1-c1cc(C(=O)N2CCCC2)c2ccccc2n1 | 3% | 1% | ?
COc1ccc(C2(CNC(=O)c3cccc([N+](=O)[O-])c3)CCOCC2)cc1OC | 2% | ? | ?
Cc1ccc2cc(CNC(C)C)c(=O)[nH]c2c1 | 3% | -5% | -16%
COCCN(C(=O)COC(=O)CCc1nc2ccccc2s1)c1c(N)n(Cc2ccccc2)c(=O)[nH]c1=O | 0% | -2% | -21%
O=C(C1CC1)N1CCc2cc(S(=O)(=O)N3CCN(c4ccccc4)CC3)ccc21 | 1% | -17% | -28%
C/C(=N\NC(=S)Nc1c(C)cccc1C)c1ccc(O)cc1 | 8% | 16µM* | ?
Cc1onc(-c2ccccc2Cl)c1C(=O)Nc1ccc(-c2cn3cccnc3n2)cc1 | 5% | ? | ?
Cc1cccc(Nc2cc(=O)[nH]c(=O)[nH]2)c1 | 3% | -7% | -15%
O=C(COc1ccccc1)N1CCN(S(=O)(=O)c2cccc([N+](=O)[O-])c2)CC1 | -3% | 13% | -6%
COc1cc(C(=S)N(C)C)ccc1O | 3% | ? | ?
CC(C)(C)n1nnnc1C(c1ccccc1)N1CCN(c2ccccc2)CC1 (centres undefined) | nt | ? | ?
O=C(CSc1nncc2ccccc12)Nc1cccc(C(=O)O)c1 | nt | -21% | 3%
COc1cccc(CNC(=O)Cc2ccc(-n3c(=O)[nH]c4ccccc4c3=O)cc2)c1 | -3% | 4.6µM* | 3.3µM*
C/C(=N\NC(=O)C1(C)CC1(Br)Br)c1ccc([N+](=O)[O-])cc1 (centres undefined) | 6% | 16% | ?
CCOc1cc(-c2nn3cnnc3s2)cc(OCC)c1OCC | 8% | ? | ?
COc1ccc2ccc(O)c(CN3CCN(S(=O)(=O)c4cccc(C(F)(F)F)c4)CC3)c2c1 | 0% | ? | -26%
COc1ccc(N2CCN(CC(=O)N3N=CCC3c3ccccc3)CC2)cc1 (centres undefined) | -3% | 12% | 10%
COc1ccc(CC(=O)Oc2ccc(Cl)cc2Br)cc1S(=O)(=O)N1CCOCC1 | 0% | -3% | -19%
O=C(Nc1ccccc1C(=O)N1CCOCC1)C1CC(=O)N(C2CCCC2)C1 (centres undefined) | 4% | -22% | 1%
CN(CC#CC1(O)c2ccccc2-c2ccccc21)Cc1ccccc1 | -6% | 0% | -21%
COc1ccc(C(=O)Nc2cccc(C)c2)cc1 | -1% | -2% | 3%
O=[N+]([O-])c1cccc(CN2C[C@@]34C=C[C@@H](C[C@@H]3S2(=O)=O)O4)c1 | nt | 1%&-17% | -4%&-22%
N#CC1=C(Nc2ccccc2Cl)SC(c2ccccc2O)NC1=O (centres undefined) | 9% | 21µM* | ?
CCC1CN(C(=O)N2CCC(C(=O)NCc3ccccc3OC)CC2)c2cc(C)ccc2O1 (centres undefined) | 3% | 16µM* | ?
CC(=O)c1cccc(NC(=O)c2cccc3c(-c4cccnc4)coc23)c1 | nt | 12µM* | 9.2µM*
COC(=O)[C@@]12C[C@@H](CC(=O)NCc3ccccc3)C(=O)N(Cc3ccco3)C1=CCC(C)(C)C2 | nt | 18µM* | ?
Cc1ccccc1C1N=C2Oc3ccccc3C=C2C(=O)N1 (centres undefined) | nt | 6.5µM* | 5.8µM*
COc1ccc(-c2c(C#Cc3ccc(N(C)C)cc3)c3ccccc3n2C)cc1 | 9% | 23µM* | ?
COc1ccc(NC(=O)C(=O)NCC(=O)Nc2cccc(C(F)(F)F)c2)cc1 | 1% | 15% | 10%
CCn1c(CCc2ccccc2)n[nH]c1=S | 5% | -7% | ?
CN1OC[C@@H]2CN(Cc3cc(Cl)cc(Cl)c3)[C@H](c3cccc(Oc4ccccc4)c3)C[C@@H]21 | nt | ? | ?
Nc1nc(-c2ccco2)c(-c2ccco2)s1 | 4% | -30% | -14%
Cn1c(=O)oc2cc(S(=O)(=O)NCc3ccccn3)ccc21 | -3% | 2% | 2%
COC(=O)c1ccc(/C=N/N2CCN(Cc3ccccc3)CC2)cc1 | 1% | -5% | ?
Cc1ccc(C2C(C#N)=C(N)Oc3n[nH]c(-c4cccs4)c32)s1 (centres undefined) | 4% | -6% | -12%
Cc1nn(C)c(C)c1/C=C/C(=O)O | -2% | 2% | 6%
CC(=O)Nc1ccccc1OCc1cc(=O)n2c3c(sc2n1)CCCC3 | 6% | 0% | -15%
Cc1cccc(Oc2coc3cc(OC(=O)c4cccs4)ccc3c2=O)c1 | -2% | 1% | -16%
Cn1c(CNc2ccc(Cl)cc2)nc2ccccc21 | 7% | 16µM* | ?
COc1ccc(Br)cc1/C=N/N1CCN(Cc2ccccc2)CC1 | 7% | ? | ?
CCOC(=O)c1ccc(NC(=O)c2c(NCc3cccs3)sc3c2CCCCC3)cc1 | 6% | 10µM* | 8.2µM*
COc1ccc(N2CC(C(=O)OCC(=O)NCc3ccccc3)CC2=O)cc1 (centres undefined) | 6% | -3% | -5%
CCOC(=O)C1CCN(C(=S)NC2CC3C=CC2C3)CC1 (centres undefined) | -1% | -5% | -2%
O=C(NC1(C(F)(F)F)NC(=O)N(c2ccccc2F)C1=O)c1ccncc1 (centres undefined) | -2% | 8% | -3%
COc1ccc([N+](=O)[O-])cc1NS(=O)(=O)c1cc(C(=O)N2CCN(C)CC2)ccc1OC | 1% | 6% | 17%
CCCS(=O)(=O)NC(=O)C1(C)CCN(C(=O)c2ccc(F)cc2Cl)C1 (centres undefined) | nt | 0% | -12%

Next section.
SMILES | TDP1 block | TDP1 cell CPT | DT40 TDP1 no CPT
COc1cc(/C=N/NC(=O)c2ccc3c(c2)OCCO3)c(Br)c(Br)c1O | 7% | -12% | ?
CCCCN1Cc2cc(C(=O)c3cc(F)ccc3O)cnc2NC1=O | 4% | ? | ?
C[C@H]1CN([C@@H](C)CO)C(=O)c2cc(Br)cnc2O[C@H]1CN(C)Cc1ccccc1C(=O)O | nt | -3% | 2%
C[N+](C)(C)CCN1C(=O)c2ccccc2C1=O | nt | -4% | -17%
COc1ccc(Cc2nc3ccc(S(N)(=O)=O)cc3[nH]2)cc1OC | -3% | -30% | ?
O=C(CSCc1ccc(F)cc1)N1CCN(c2ccc(F)cc2)CC1 | 1% | ? | 13µM*
O=S(=O)(NCc1c(Cl)cccc1Oc1ccccc1)c1ccccc1 | nt | ? | ?
NS(=O)(=O)c1cc(C(=O)N=Nc2c(O)[nH]c3ccccc23)ccc1Cl | 0% | ? | 18µM*
C[C@H](CO)N1C[C@H](C)[C@H](CN(C)C(=O)NC2CCCCC2)Oc2ncc(Br)cc2C1=O | nt | -10% | -19%
N#CCCn1cc(C(N)=O)c(-c2ccc3ccccc3c2)n1 | nt | ? | ?
CCCCCN1CN(S(=O)(=O)c2cccs2)c2nc3ccccc3nc21 | nt | ? | -22%
Cc1ccc(C)c(S(=O)(=O)NCCN2CCOCC2)c1 | nt | -1% | 5%
COc1ccc(/C=N/NC(=O)c2cccc(Br)c2)cc1COc1ccccn1 | -2% | 1% | -3%
CC(=O)c1cccc(NC(=O)c2ccc(N(C)S(=O)(=O)c3ccc(C)cc3)cc2)c1 | -1% | ? | ?
CC(C)(C)C1CCc2onc(C(=O)Nc3sc4c(c3C(N)=O)CCCC4)c2C1 (centres undefined) | -5% | 19% | -27%
COc1ccc(CN2CCNC(=O)C2CC(=O)N(C)Cc2nccn2C)cc1OC (centres undefined) | nt | -14% | ?
CCOC(=O)c1c(C)[nH]c(CCC(=O)Nc2ccccc2C(F)(F)F)c1C | -3% | ? | ?
COc1ccc(-c2oc3c4c2C(=O)OCCOC4CCC3)cc1 (centres undefined) | nt | -14% | ?
CCN(c1nc(N)c(C(=O)N=C(N)N)nc1Cl)C(C)C | 12%[56.1 µM] | 21µM* | 7.3µM*
COc1cc(C(=O)OCc2cc(=O)c(O)co2)ccc1OC(F)F | 5% | -5% | -10%
O=C(Cc1cccc2ccccc12)Nc1ccc(O)cc1C(=O)O | 9% | 3% | -4%
Cc1ccc(NC(=O)NC2CC(=O)N(c3ccc4c(c3)OCCO4)C2)cc1 (centres undefined) | 5% | -20% | -14%
CNC(=O)c1c(C)nn(-c2ccc(F)c(Cl)c2)c1-c1cc(C)on1 | 7% | -4% | ?
O=C(CSc1ccc2nnc(CCNS(=O)(=O)c3ccccc3)n2n1)Nc1nc2ccccc2s1 | 1% | ? | ?

Filtered by structure: the entries above with an NH in an aromatic ring (eleven)
SMILES | TDP1 block | TDP1 cell CPT | DT40 TDP1 no CPT
Cc1ccc(-n2[nH]c(C)c(C=NCc3ccncc3)c2=O)cc1 | 4% | ? | ?
S=C(NCc1ccco1)Nc1cc(-c2ccccc2)[nH]n1 | 8% | 12% | ?
Cc1ccc2cc(CNC(C)C)c(=O)[nH]c2c1 | 3% | -5% | -16%
COCCN(C(=O)COC(=O)CCc1nc2ccccc2s1)c1c(N)n(Cc2ccccc2)c(=O)[nH]c1=O | 0% | -2% | -21%
Cc1cccc(Nc2cc(=O)[nH]c(=O)[nH]2)c1 | 3% | -7% | -15%
COc1cccc(CNC(=O)Cc2ccc(-n3c(=O)[nH]c4ccccc4c3=O)cc2)c1 | -3% | 4.6µM* | 3.3µM*
CCn1c(CCc2ccccc2)n[nH]c1=S | 5% | -7% | ?
Cc1ccc(C2C(C#N)=C(N)Oc3n[nH]c(-c4cccs4)c32)s1 (centres undefined) | 4% | -6% | -12%
COc1ccc(Cc2nc3ccc(S(N)(=O)=O)cc3[nH]2)cc1OC | -3% | -30% | ?
NS(=O)(=O)c1cc(C(=O)N=Nc2c(O)[nH]c3ccccc23)ccc1Cl | 0% | ? | 18µM*
CCOC(=O)c1c(C)[nH]c(CCC(=O)Nc2ccccc2C(F)(F)F)c1C | -3% | ? | ?

Screening data (PubChem BioAssay)
